High-throughput results from PubChem BioAssay.
GIRK2 act = activators of NPY4-receptor-primed GIRK2 channels, summary, cell-based, HEK293, thallium flux. G protein-activated inward rectifier potassium channel 2 (Homo sapiens), P48051. HEK293 GIRK2/NPY4 cells, thallium flux fluorescence. activation (% efficacy), % for hits at 37.5 µM. 34,000 tested, under 10 active. AID 1259324, 2017;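 active means primary screen hit, no activity in plain HEK293 cells, and in GIRK2-only cells above 5% efficacy rising with concentration; inactive means the rest, including fluorescent compounds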;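 further: efficacy is normalized control-subtracted fluorescence 15 s after thallium addition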
Target sequence (P48051 whole entry, looked up): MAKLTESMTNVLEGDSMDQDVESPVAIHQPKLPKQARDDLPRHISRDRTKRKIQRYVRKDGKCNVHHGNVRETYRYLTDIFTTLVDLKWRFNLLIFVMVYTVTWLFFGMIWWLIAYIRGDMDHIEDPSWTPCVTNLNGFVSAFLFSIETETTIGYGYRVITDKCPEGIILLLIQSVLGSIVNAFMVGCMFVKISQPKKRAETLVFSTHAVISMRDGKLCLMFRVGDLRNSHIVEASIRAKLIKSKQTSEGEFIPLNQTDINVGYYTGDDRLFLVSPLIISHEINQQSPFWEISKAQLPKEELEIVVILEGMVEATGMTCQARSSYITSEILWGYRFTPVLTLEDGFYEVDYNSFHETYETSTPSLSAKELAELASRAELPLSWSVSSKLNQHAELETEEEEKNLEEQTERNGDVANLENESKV
Calls only; i = inactive. These rows are one share of the data. The share of hits here may be higher or lower than overall.

| canonical_smiles | GIRK2 act |
| --- | --- |
| CCC(Sc1ccc(NC(=O)c2cccc(F)c2)nn1)C(=O)OC (configuration not stated) | i |
| COc1ccc(-c2noc(C3CCN(S(=O)(=O)c4ccc(C)cc4)CC3)n2)c(OC)c1 | i |
| COc1ccc(S(=O)(=O)Cc2nc(-c3ccc4c(c3)OCO4)no2)cc1 | i |
| O=C(NC1CCCC(O)C1)C1CCC1 (configuration not stated) | i |
| COC(=O)c1ccc(C(=O)NCC2CCN(C(=O)c3cc4ccccc4o3)CC2)cc1 | i |
| O=C(NCC(=O)N1CCC(Cn2cnc3ccccc32)CC1)c1ccccc1 | i |
| CCOC(=O)CCC(=O)Nc1ccc(N2CCCCC2=O)c(OC)c1 | i |
| Cn1cccc1C(CNS(=O)(=O)c1ccc(Cl)cc1)N1CCCCCC1 (configuration not stated) | i |
| COc1ccc(C2(CNC(=O)c3cccs3)CCCC2)cc1 | i |
| COc1ccc(F)cc1S(=O)(=O)NCC(c1cccs1)N1CCc2ccccc2C1 (configuration not stated) | i |
| Cc1nn(C2CCS(=O)(=O)C2)c2nc(-c3ccco3)cc(C(=O)NCC3CCCO3)c12 (configuration not stated) | i |
| O=C(NC1CCN(Cc2ccccc2)CC1)C1CCN(c2cc(Oc3ccccc3)ncn2)CC1 | i |
| COc1ccc(C(=O)NNC(=O)c2ccc(=O)n(Cc3ccccc3)c2)cc1OC | i |
| O=C(NCc1ccccc1)N1CCN(CCn2cccn2)CC1 | i |
| O=C(CS(=O)(=O)Cc1ccccc1)NCc1ccccc1 | i |

3 compounds already listed, arranged by SMILES length, descending.
| canonical_smiles | GIRK2 act |
| --- | --- |
| COc1ccc(C(=O)NNC(=O)c2ccc(=O)n(Cc3ccccc3)c2)cc1OC | i |
| CCOC(=O)CCC(=O)Nc1ccc(N2CCCCC2=O)c(OC)c1 | i |
| O=C(NC1CCCC(O)C1)C1CCC1 (configuration not stated) | i |

(continued)
| canonical_smiles | GIRK2 act |
| --- | --- |
| COc1nn(C)cc1-c1nnc(SCC(=O)Nc2ccc(Cl)c(Cl)c2)n1C | i |
| Cc1nn(C2CCS(=O)(=O)C2)c2nc(-c3ccccc3)cc(C(=O)N3CCC(C(N)=O)CC3)c12 (configuration not stated) | i |
| Cc1nnc(NC(=O)C2CN(C(=O)c3cnccn3)C2)s1 | i |
| COc1ccc(NC(=O)c2nnn(-c3ccc(F)cc3)c2N)cc1 | i |
| COc1ccc(S(=O)(=O)CC(=O)Nc2ccc3nc(C)sc3c2)cc1 | i |
| Cc1cc(C(=O)N2CCOCC2)nn1CC(=O)Nc1ccon1 | i |
| COc1ccc(S(=O)(=O)Nc2ccccc2C(=O)N2CCN(c3ccccc3)CC2)cc1 | i |
| Cc1cccc(NC(=O)Nc2ccc(CN3CCN(C)CC3)cc2)c1 | i |
| Cc1nc2nc(-c3ccc(O)cc3)cc(C(=O)O)c2[nH]1 | i |
| Cc1nc2ccc(NS(=O)(=O)c3ccc(NC(=O)C(C)C)cc3)cc2c(=O)n1-c1ccc(F)cc1 | i |
| O=C(NCc1cccs1)C(=O)NCC(c1cccc2ccccc12)N1CCCC1 (configuration not stated) | i |
| COc1cc(C(=O)NCC2CCN(c3ccccn3)CC2)cc(OC)c1OC | i |
| CS(=O)(=O)N1CCCC(C(=O)N(Cc2ccccc2)Cc2ccccc2)C1 (configuration not stated) | i |
| Cc1ccc(S(=O)(=O)NCCn2nc(C)c(Cl)c2C)cc1C | i |
| CCOc1ccc2nc(NC(=O)Cn3cnc(C(C)C)cc3=O)sc2c1 | i |

| canonical_smiles | GIRK2 act |
| --- | --- |
| COc1ccc(C)cc1S(=O)(=O)N1CCN(Cc2nc(C(C)(C)C)cs2)CC1 | i |
| Cc1cc(C)c(S(=O)(=O)N2CCN(c3cc(-n4ccnc4)ncn3)CC2)c(C)c1 | i |
| Cn1c(=O)c2c(nc(Nc3ccc(Oc4ccccc4)cc3)n2CC(=O)O)n(C)c1=O | i |
| COCCCN1COc2ccc3cc(-c4cc(OC)ccc4OC)c(=O)oc3c2C1 | i |
| O=C(NCC1CCN(c2ncccn2)CC1)Nc1cccs1 | i |
| Cc1ccc2nc(N3CCN(C(=O)c4cc(C)no4)CC3)sc2c1 | i |
| CCOC(=O)N1CCN(C(=O)C2CN(C(=O)COc3ccccc3F)C2)CC1 | i |
| COc1ccc(CCNC(=O)Cn2cnc(-c3ccc(OC)cc3)cc2=O)cc1 | i |
| O=[N+]([O-])c1ccc(CSc2ncc(CO)n2Cc2ccccc2)cc1 | i |
| COc1ccc(C2(CNC(=O)Cc3cccs3)CCCC2)cc1 | i |
| CCOCCn1c(-n2nc(C)c(C)c2C)nc2c1c(=O)[nH]c(=O)n2C | i |
| CCOC(=O)c1ccc(NC(=O)CC2CSc3nc4[nH]ncc4c(=O)n32)cc1 (configuration not stated) | i |
| O=C(Cc1ccc(F)cc1)NCCC(O)c1ccccc1 (configuration not stated) | i |
| Cc1cc(C(=O)Nc2nc3ccc(C(C)C)cc3s2)on1 | i |
| Cc1nc(N2CC(C)OC(C)C2)nc(NCc2ccccc2)c1[N+](=O)[O-] (configuration not stated) | i |

| canonical_smiles | GIRK2 act |
| --- | --- |
| CC1C(=O)NCCN1C(=O)CSc1ccc(Cl)cc1 (configuration not stated) | i |
| Cc1nn(C)cc1CN(C)C(=O)COc1ccc2ccccc2c1 | i |
| O=C1CCCN1c1ccc(CSc2n[nH]c(=O)c3cc(-c4ccc(F)cc4)nn23)cc1 | i |
| O=C(NCC1(O)CCc2ccccc21)C1CCC1 (configuration not stated) | i |
| Cc1nc(-n2cccc2)sc1C(=O)N1CCC(NC(=O)OC(C)(C)C)CC1 | i |
| C#CCSc1nnc(-c2cn(C)nc2OC)n1C | i |
| COc1cn(CC(=O)Nc2ccc(C(N)=O)cc2)c(CSc2nnc(C)s2)cc1=O | i |
| Cc1ccc(OCC(O)Cn2c(C3CC(=O)N(c4ccccc4F)C3)nc3ccccc32)cc1 (configuration not stated) | i |
| CCOc1ccccc1NC(=O)NC1CCCC(O)C1 (configuration not stated) | i |
| CCn1c(=NC(=O)c2cc(C)no2)sc2ccccc21 | i |
| O=C(COc1ccc(Cl)cc1)NCCCn1nc(-c2cccnc2)ccc1=O | i |
| COc1ccc(CC(=O)NCCOc2ccc3nnc(-c4cccc(OC)c4)n3n2)cc1 | i |
| CCCc1nnsc1C(=O)N1CC(c2nc(Cc3ccccc3OC)no2)C1 | i |
| COc1ccc(SCCCC(=O)Nc2nnc(-c3cc(C)n(C)n3)o2)cc1 | i |
| Cc1ccc(Cl)cc1S(=O)(=O)NCCN1CCOC(c2ccccc2)C1 (configuration not stated) | i |

Part of the list above in another layout:
O=C(NCC1(O)CCc2ccccc21)C1CCC1 (configuration not stated)
  GIRK2 act = i
Cc1nc(-n2cccc2)sc1C(=O)N1CCC(NC(=O)OC(C)(C)C)CC1
  GIRK2 act = i
C#CCSc1nnc(-c2cn(C)nc2OC)n1C
  GIRK2 act = i
COc1cn(CC(=O)Nc2ccc(C(N)=O)cc2)c(CSc2nnc(C)s2)cc1=O
  GIRK2 act = i

(continued)
| canonical_smiles | GIRK2 act |
| --- | --- |
| O=C(CSc1nc(=O)n(CC2CCCO2)c2c1CCC2)Nc1ccccc1 (configuration not stated) | i |
| COc1cc2nc(SCC(=O)N3CCN(c4ccccc4)CC3)n3nc(C)nc3c2cc1OC | i |
| O=S(=O)(NCC1CCN(S(=O)(=O)C2CC2)CC1)c1c(F)cccc1F | i |
| CCC(=O)Nc1ccc(C(=O)NCCNC(=O)Nc2ccc(OC(F)(F)F)cc2)cc1 | i |
| O=C(NCC1CCN(c2ccccn2)CC1)C1(c2cccs2)CCCC1 | i |
| CN1CCOc2ccc(NC(=O)C3(c4ccccc4)CCOCC3)cc2C1=O | i |
| O=C(NCCOc1ccc2nnc(-c3cccc(F)c3)n2n1)Nc1ccc(F)c(Cl)c1 | i |
| COCCn1c(N)c(C(=O)NCc2cccs2)c2nc3ccccc3nc21 | i |
| CSc1cccc(NC(=O)c2sccc2N(C)S(=O)(=O)c2ccccc2)c1 | i |
| COC(=O)c1ccc(C(=O)N2CCC(c3nnc(C)s3)CC2)cc1 | i |
| Cn1c(C(F)(F)F)nn(CCNC(=O)c2csc(-c3ccccc3)n2)c1=O | i |
| CCN1CCc2nc(-c3ccc(F)cc3)n(CC(=O)Nc3cc(F)ccc3F)c(=O)c2C1 | i |
| O=C(NCCCSc1ncccn1)Nc1ncccn1 | i |
| COc1ccc(Cl)cc1NC(=O)NCC(C)(O)C1CC1 (configuration not stated) | i |
| CCOC(=O)CC(=O)CSc1c(C)cnc2c1c(=O)n(C)c(=O)n2C | i |

canonical_smiles,GIRK2 act
CC(C)c1nnc(C2CCN(CC(=O)Nc3ccc4c(c3)OCO4)CC2)o1,i
Cc1ccc(S(=O)(=O)c2[nH]c(-c3ccccc3)nc2SCC(=O)O)cc1,i
CCCc1cc(NCCCN2CCOCC2)n2ncc(-c3ccccc3)c2n1,i
N#CC1(C(=O)NCCc2cccs2)CC1,i
Cc1ccc(S(=O)(=O)NCCC(=O)NNC(=O)Nc2ccc(Cl)cc2)cc1,i
Cc1ccc(NC(=O)Nc2ccc3c(c2)CC(=O)N3)cc1,i
CCOc1ccc(CC(=O)N2CCN(c3ccc(-c4ccccc4OC)nn3)CC2)cc1,i
COc1ccc(C)cc1NC(=O)CSc1ccc(NC(=O)c2ccccc2)nn1,i
CC(C(=O)Nc1ccc(F)c([N+](=O)[O-])c1)N1C(=O)c2ccccc2S1(=O)=O (configuration not stated),i
NC(=O)c1oc2ccccc2c1NC(=O)C(=O)NCc1ccccn1,i
O=C(NCC1CCN(Cc2ccccc2)CC1)C(=O)Nc1ccc(F)cc1F,i
O=c1c2cnn(-c3ccc(F)cc3)c2ncn1Cc1nc(-c2ccc(Br)cc2)no1,i
CC(=O)Nc1ccc(NC(=O)Cc2csc(Nc3cccc(Cl)c3)n2)cc1,i
CN(C)C(=O)Cc1ccc(NC(=O)c2ccc(C#N)cc2)cc1,i
O=C(Cc1ccc(NC(=O)C2(c3ccccc3)CCOCC2)cc1)NC1CC1,i
COc1ccc(C(=O)CSc2nc(CC(=O)Nc3cc(C)ccc3OC)cs2)cc1,i
Cc1csc(C(=O)NCC2CCN(C(=O)c3ccccc3F)CC2)c1,i
COc1cccc(-c2ccc(=O)n(CCCC(=O)Nc3c(C)cccc3C)n2)c1,i
CC(=O)c1cc2cc(Cl)ccc2o1,i
O=C(Nc1ccc(SCc2ccc(C(F)(F)F)cc2)nn1)c1ccco1,i
CN(C)S(=O)(=O)c1ccc(C(=O)NCC2CCN(C(=O)c3cccn(C)c3=O)CC2)cc1,i
CCOc1ccc(-c2noc(C3CCN(S(=O)(=O)c4ccc(C)cc4)CC3)n2)cc1,i
CCN(CC)CC(O)CN(c1ccc(OC)cc1)S(=O)(=O)c1ccc(C)cc1 (configuration not stated),i
O=C(NCC1(O)CCc2ccccc21)C(=O)Nc1ccc2c(c1)OCCO2 (configuration not stated),i
Cc1cc(OCC(=O)NCCc2ccccc2)ccc1C(C)C,i

canonical_smiles,GIRK2 act
O=C(Nc1ccc2c(c1)N(C(=O)C1CC1)CC2)c1ccco1,i
COc1cc(NC(=O)Cn2cnc(C(C)C)cc2=O)cc(OC)c1,i
COc1ccc(Cl)c2sc(NC(=O)Nc3c(F)cccc3F)nc12,i
O=C(NCCC1=CCCCC1)C(=O)NCC1CCN(S(=O)(=O)C2CC2)CC1,i
Cc1nc2sccn2c(=O)c1NC(=O)Nc1ccc(Cl)c(Cl)c1,i
O=C(Cc1nnc(-c2ccccc2)o1)NCc1ccco1,i
Cc1ccc(F)cc1NC(=O)CSc1ncc(S(=O)(=O)c2ccc(Cl)s2)c(N)n1,i
CCOC(=O)N1CCN(c2nnnc3c2cnn3-c2ccccc2)CC1,i
CCSc1nnc(NC(=O)Cn2nc(-c3ccncc3)ccc2=O)s1,i
COc1ccc(-c2noc(Cn3ccn4nc(-c5cccs5)cc4c3=O)n2)cc1,i
c1ccc2sc(C34CC5CC(CC(C5)C3)C4)nc2c1,i
O=C(NCC1CCN(C(=O)/C=C/c2ccco2)CC1)C(=O)Nc1ccc(C(F)(F)F)cc1,i
Cc1cn(C)nc1C(=O)Nc1nc(-c2ccc(Cl)cc2)cs1,i
COc1cc(OC)cc(C(=O)NCCN2CCN(c3ccccc3F)CC2)c1,i
C=C(C)CN1CCN(c2cc(C)nc3c(-c4ccccc4)c(CC)nn23)CC1,i
CCc1c(C#N)c(SCCC(=O)Nc2ccc(OC)cc2)nc2c1C(=O)CC(C)(C)C2,i
Cc1noc(C2CN(C(=O)CCc3c(C)noc3C)C2)n1,i
CC(C)COc1ccc(S(=O)(=O)NCC(=O)N2CCOC(c3ccccc3)C2)cc1 (configuration not stated),i
COc1ccc(S(=O)(=O)NCCOc2ccc(-c3ccc(F)cc3)nn2)c(OC)c1,i
COc1ccccc1C(=O)Nc1cc(N2CCCS2(=O)=O)ccc1C,i
O=C(Nc1nc2ncccc2cc1-c1ccccc1)C1CCCC1,i
COc1cn(CC(=O)NCC2CCCO2)c(CSc2nc(C)cc(C)n2)cc1=O (configuration not stated),i
COc1ccc(C(=O)N2CCN(c3ccc(Nc4cccnc4)nn3)CC2)cc1OC,i
CCn1nccc1C(=O)Nc1nccs1,i
CC(C)(C)C(=O)N1CCC2(CC1)NC(=O)N(CCOc1ccccc1)C2=O,i

canonical_smiles,GIRK2 act
COc1cccc2cc(C(=O)N(CCc3cccs3)Cc3cccnc3)oc12,i
O=C(CCc1csc(NC(=O)c2ccco2)n1)NCc1ccccc1Cl,i
CC(C)S(=O)(=O)c1ccc(CC(=O)NCC2(c3cccs3)CCOCC2)cc1,i
Cc1ccc(-n2nnc(C(=O)OCc3cccc(F)c3)c2C)cc1F,i
Cc1ccc(NC(=O)C(=O)NCC2CCN(C(=O)c3cccnc3)CC2)cc1Cl,i
O=C(CCc1csc(NC(=O)c2ccc[nH]c2=O)n1)NC1CCCCCC1,i
Cc1nnsc1C(=O)N1CCC(CNC(=O)C2(c3ccccc3)CCOCC2)CC1,i
CCOc1cc(C)ccc1S(=O)(=O)NCc1cccnc1,i

Fetched by compound from the entries so far:
canonical_smiles,GIRK2 act
Cc1ccc(NC(=O)C(=O)NCC2CCN(C(=O)c3cccnc3)CC2)cc1Cl,i
CCOc1cc(C)ccc1S(=O)(=O)NCc1cccnc1,i
